# TDP1 cell noCPT – qHTS for Inhibitors of human tyrosyl-DNA phosphodiesterase 1 (TDP1): qHTS in cells in absence of CPT; DT40 Tdp1-/- hTDP1 cells, no CPT, ATP luminescence, 48 h; Potency, µM (highest dose often 46.2 µM), for inactives: at the top dose activity change, negative = growth inhibition, actives largely listed as inhibitors; 420,000 compounds, 15% hits; further: nearly all actives have a fitted effect of over 55% in size
#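 Cells were dispensed at 400 per well, compounds added by pin tool, plates incubated ≥48 hr at 37 °C, then CellTiter-Glo added for 30 min at room temperature before luminescence reading. Line: DT40 Tdp1-/- complemented with hTDP1; camptothecin omitted.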
# TDP1 inh – TDP1 (human) enzyme inhibition; recombinant TDP1, AlphaScreen DNA substrate cleavage; Potency, µM (highest dose often 130 µM), without a hit: at the top dose activity change, negative = inhibition, most hits filed as inhibitors; 350,000 compounds, 0.28% hits; AID 485290; further: nearly all actives have a fitted effect of over 40% in size
# Target sequence (Q9NUW8 whole entry, looked up): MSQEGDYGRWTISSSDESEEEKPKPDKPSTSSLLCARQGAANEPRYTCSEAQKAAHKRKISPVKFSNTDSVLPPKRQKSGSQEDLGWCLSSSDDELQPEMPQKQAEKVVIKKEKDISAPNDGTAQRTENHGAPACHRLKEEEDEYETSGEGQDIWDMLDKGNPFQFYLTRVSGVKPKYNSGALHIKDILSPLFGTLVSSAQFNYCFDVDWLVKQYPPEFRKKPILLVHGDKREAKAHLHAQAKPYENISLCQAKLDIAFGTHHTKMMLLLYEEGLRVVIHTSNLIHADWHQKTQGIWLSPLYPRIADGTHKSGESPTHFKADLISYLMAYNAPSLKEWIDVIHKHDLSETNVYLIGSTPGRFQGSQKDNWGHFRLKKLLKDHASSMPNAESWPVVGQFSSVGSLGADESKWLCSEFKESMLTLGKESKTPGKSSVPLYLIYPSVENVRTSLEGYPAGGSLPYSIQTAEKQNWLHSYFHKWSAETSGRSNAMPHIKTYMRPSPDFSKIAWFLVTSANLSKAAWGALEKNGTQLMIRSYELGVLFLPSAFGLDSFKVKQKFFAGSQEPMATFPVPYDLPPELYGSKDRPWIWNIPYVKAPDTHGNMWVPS
#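 Compounds were preincubated with Tdp1 (1 nM final) for 15 min at room temperature before substrate (15 nM final) started a 5 min reaction; beads (10 ug/ml final) were then added for 10 min before AlphaScreen detection.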
# N370S GC – N370S glucocerebrosidase modulation, Gaucher chaperone candidate. P04062. N370S GC spleen homogenate, 4MU-glucoside fluorescence. Potency, µM (highest dose often 59.4 µM), without a hit: top-dose activity change, negative = inhibition, actives largely listed as inhibitors. 330,000 compounds, 0.092% hits;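 further: 0% = full enzyme activity and -100% = no enzyme basal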
# * hit, by the source's call; ? = inconclusive; nt = not tested or not shown; [ ] = remark or other dose. The call rests on the fitted dose curve; in most records, active means well fitted curve in the direction sought with a large enough effect; inconclusive means small, poorly fitted or top-dose-only effect, or another doubt; inactive means no such curve, though single readings can be large; an effect the other way counts as inactive or inconclusive. Unless noted, on the % scale 0 is the no-effect control and ±100 the full control effect; potency means the concentration at half of the fitted maximal effect. The list is partial, so the mix of outcomes need not match the whole.
SMILES,TDP1 cell noCPT,TDP1 inh,N370S GC
C/C(=C\c1ccccc1)C(=O)NCCc1ccccc1,-8%,-5%,5%
CC(=O)N1CCc2cc(S(=O)(=O)NC(Cc3ccccc3)C(=O)NC3CCCCCC3)ccc21 (stereo not given),-12%,-7%,-21%
CCCN(CCC)CCCOC(=O)c1ccc(Cl)cc1Cl,-11%,-7%,4%
CCOc1ccc(-c2csc(NNC3=NCCCCC3)n2)cc1,21µM*,10%,6%
Cc1c(C(C)(C)C)sc(=NC(=O)c2ccccc2O)n1C,?,nt,4%
CCOc1ccc2oc(C(=O)NC(C)(C)CC)c(C)c2c1,?,-8%,9%
O=C(COc1nncc2ccccc12)Nc1ccc(F)c(F)c1,-19%,5%,6%
C=CCc1cccc(/C=N/NC(=O)c2ccc3nc[nH]c3c2)c1O,5.8µM*,5%,-18%
CC1CN(C(=O)C2(C)CC2(Br)Br)CC(C)O1 (stereo not given),-4%,2%,11%
O=C(Nc1ccccc1)C(Cl)C(=O)c1ccccc1 (stereo not given),8.2µM*,nt,2%
COc1ccc(-n2ncc3c(=O)n(CC(=O)Nc4ccc5c(c4)OCCO5)cnc32)cc1,?,-13%,-3%
COc1ccc(-c2nc(-c3ccccc3)nc(N3CCN(C)CC3)c2C#N)cc1,?,2%,1%
CCOc1ccc(CCNC(=O)c2cc3cccc4c3n2CCS4)cc1,?,-3%,nt
COc1ccccc1CNc1nc2ccccc2n1CCN1CCCCC1,?,6%,-5%
Cc1nnc(SCC(=O)Nc2ccc([N+](=O)[O-])cc2)n1C,-1%,nt,-10%
COc1cccc(C2NC(=O)NC(C)=C2C(=O)Nc2ccc(C)cc2)c1OC (stereo not given),11%,0%,-4%
CCOC(=O)c1cccc(NC(=O)Cc2ccc(NC(=O)N3CCCCc4ccccc43)cc2)c1,4.6µM*,6%,nt
COc1ccccc1/C=N/NC(=O)C(=O)NCc1cccnc1,-1%,4%,1%
COc1cccc(NC(=O)C2CCN(C(=O)NC3CCCCC3)CC2)c1,2%,0%,-1%
COc1ccccc1-c1nnc(C2CCN(S(=O)(=O)c3cccc([N+](=O)[O-])c3)CC2)o1,21µM*,3%,?
COc1cccc(CNC(=O)c2cc(C)nc3c2c(C)nn3-c2ccc(C)cc2)c1,16µM*,-12%,nt
CCc1cccc(C)c1NC(=O)c1ccc2c(c1)CCN2S(=O)(=O)CC,12µM*,3%,nt
Cc1nc2cc(C(=O)NC3CCCCCC3)ccc2n1-c1ccc(Br)cc1,?,3%,nt
O=C(COC(=O)c1c(F)cccc1F)Nc1ccc(N2CCCCC2)cc1,10%,7%,nt
O=C(Nc1ccc(N2CCN(C(=O)c3ccccc3)CC2)cc1)c1ccc(Br)o1,?,4%,-3%
Cc1nn(C(C)C(=O)NCCc2ccccc2)c(=O)c2c1sc1ccccc12 (stereo not given),16µM*,0%,nt
CC(=O)c1cccc(NC(=O)Nc2ccc(C(=O)N3CCOCC3)cc2)c1,-25%,2%[56.1 µM],-3%
COC(=O)c1cc(Cl)cc2c(CCO)c[nH]c12,?,0%,nt
Cc1cc(C)cc(-n2ccn(CC(=O)Nc3ccccc3C(F)(F)F)c(=O)c2=O)c1,3%,-4%,nt
CC(=O)Nc1ccc(NC(=O)c2ccc(S(=O)(=O)N(C)c3ccccc3)cc2)cc1,?,-3%[56.1 µM],nt
Cc1ccc(C2(C)NC(=O)N(CC(=O)N3CCN(S(=O)(=O)c4ccc(Cl)s4)CC3)C2=O)cc1 (stereo not given),?,nt,-20%
O=C(COC(=O)c1ccc2ccccc2c1O)NCc1ccccc1,?,2%,nt
COc1ccc(C(=O)NCc2ccc3c(c2)CCN3C(=O)c2ccc(C)cc2)cc1,?,7%,nt
Cc1ccccc1NC(=O)CN1C(=O)NC(C)(CCc2ccccc2)C1=O (stereo not given),-10%,9%,-2%
CCN1CCN(C(=O)CSc2nc(N)cc(N)n2)CC1,-8%,2%,-3%
COc1cc(/C=N/Nc2nc(-c3ccc(S(=O)(=O)N(C)C)cc3)cs2)ccc1O,7.3µM*,7%,-14%
CCOC(=O)c1c(NC(=O)CN2CCCc3ccccc32)sc(C)c1C,?,0%,?
CSc1ccccc1NC(=O)CCc1ccccc1,11%,0%,-10%
CCc1nnc(SCC(=O)Nc2nnc(C)s2)n1CC1CCCO1 (stereo not given),5%,5%,5%
Cc1cc(NC(=S)N(Cc2ccc(Cl)cc2)Cc2ccc(C(=O)O)cc2)ccc1Cl,6%,5%,6%
CCOc1ccccc1NC(=O)C1=C(C)Nc2ncnn2C1c1ccco1 (stereo not given),?,1%,nt
COCCN1C(=O)/C(=C/c2ccc(N3CCCC3)cc2)SC1=S,?,-3%,-1%
COc1ccc(/C=N/NC2=NCCCCC2)cc1,-5%,1%,12%
CCCCOc1ccc(CNC(=O)C2COc3ccc(OC)cc3C2)cc1 (stereo not given),?,5%,nt
COCCn1c(=S)[nH]c2ccccc21,-3%,2%,8%
COc1ccc(OC)c(C2=NS(=O)(=O)N(C)C(C(=O)NCc3ccco3)=C2)c1,-3%,5%,0%
Cn1c(=O)n(Cc2ccccc2)c(=O)c2c1nc1n2CCN1Cc1ccco1,-22%,5%,3%
CCOC(=O)COn1c(-c2cccc(Cl)c2)nc2ccc([N+](=O)[O-])cc21,-30%,4%,-18%
O=C(NCCc1nc2ccccc2[nH]1)C1CCC(=O)N(CCc2cccc(F)c2)C1 (stereo not given),-8%,4%,-12%
Cc1nc2c(C(=O)NCc3ccccc3)c[nH]n2c(=O)c1Cc1ccccc1Cl,?,16%,nt
COc1ccccc1/C=C/C(=O)NNC(=O)c1cccs1,0%,3%,13%
CCCc1nc2ccccc2n2c(-c3ccccc3)c3c(=O)n(C)c(=O)n(C)c3c12,?,9%,nt
CC1CCCC(C)N1CCCNC(=O)c1cc2c(s1)-c1ccccc1OC2 (stereo not given),?,1%,?
O=C(NNC(=O)C(c1ccccc1)c1ccccc1)c1cccs1,-12%,6%,-2%
O=C(CNc1ccccc1)NNC1=NCCC1,13%,2%,-5%
COCCOC(=O)C1=C(C)N(Cc2ccccc2)C(=O)NC1c1cccc(OC)c1OC (stereo not given),-15%,0%,0%
CCN(CC)CCCN1C=C2C(=O)C(C)(OC(=O)CCC(=O)OC)C(=O)C=C2C=C1C1CC1 (stereo not given),-3%,-2%[12.3 µM],-5%[12.8 µM]
COCCNC(=O)CN(C(=O)CCC(=O)Nc1nccs1)c1ccc2c(c1)OCO2,-1%,nt,1%
CC(NC(=O)C12CC3CC(C1)CC(n1cncn1)(C3)C2)C12CC3CC(CC(C3)C1)C2 (stereo not given),8.2µM*,2%,1%
COCC(C)n1c(SCC(=O)NC(=O)NCc2ccccc2)nc2ccccc2c1=O (stereo not given),-29%,2%,nt

# Other structures:
SMILES,TDP1 cell noCPT,TDP1 inh,N370S GC
COC(=O)c1cc(OC)c(OC)cc1NC(=O)c1c(-c2ccccc2)noc1C,?,5%,25%
COc1ccc(CC(=O)OC(C)C(=O)Nc2ccc(Cl)cn2)cc1 (stereo not given),-4%,-2%,nt
Cc1ccc(NC2CCCN(C(=O)c3ccccn3)C2)cc1C (stereo not given),-5%,7%,-5%
Cc1cccc(NC(=O)CCc2nnc3ccc(NCc4ccco4)nn23)n1,-3%,?,6%
O=C(/C=C/c1ccc(OCCCF)cc1)Nc1ccnc(-c2ccncc2)n1,23µM*,6%,-6%
CCOC(=O)c1cnc2c(C(=O)OCC)cnn2c1N,2%,7%,-2%
CC1(C)Cc2ccccc2C(c2cc3ccccc3oc2=O)=N1,?,5%,6%
CCOc1ccc(N=CC2=C(O)CC(c3ccco3)CC2=O)cc1 (stereo not given),-5%,5%,5%
Cc1csc2nc(CN3CCN(CC(=O)N(C)C)CC3)cc(=O)n12,-16%,4%,-4%
COC(=O)C1C(c2ccc(Br)cc2)Nc2nnc(C(F)(F)F)n2C1(C)O (stereo not given),-29%,8%,-10%
CCOC(=O)c1oc2nc3c(cc2c1N)CCCC3,-30%,0%,9%
Cc1cc(Nc2ccccc2)c2c([N+](=O)[O-])c(C)cc(C)c2n1,?,9%,4%

# A run of entries of the results above, as a working copy:
SMILES,TDP1 cell noCPT,TDP1 inh,N370S GC
COC(=O)C1C(c2ccc(Br)cc2)Nc2nnc(C(F)(F)F)n2C1(C)O (stereo not given),-29%,8%,-10%
CCOC(=O)c1oc2nc3c(cc2c1N)CCCC3,-30%,0%,9%
Cc1cc(Nc2ccccc2)c2c([N+](=O)[O-])c(C)cc(C)c2n1,?,9%,4%

# Further structures follow.
SMILES,TDP1 cell noCPT,TDP1 inh,N370S GC
COc1ccc(-n2c(C)nc3cc(C(=O)NC4CCCC4)ccc32)cc1,-2%,3%,nt
CCNc1nc(NC(C)C)nc(OCC)n1,-5%,4%,-1%
COCc1ccc(C(=O)N2CCCC(Nc3ccc(C(C)C)cc3)C2)o1 (stereo not given),18µM*,8%,16%
Cc1ccc(/C=N/NC(=O)CSc2nc3ccccc3n2C)s1,?,5%,5%
O=C1c2ccccc2CN1CCNC(=S)NC1CCCCC1,-1%,3%,3%
CCN1C(=O)C(=O)N(CC(=O)NC(C)CCc2ccccc2)C1=O (stereo not given),4%,0%,nt
CN1C(=O)c2ccccc2C(C(=O)O)C1c1cn(C)c2ccccc12 (stereo not given),?,2%,14%
COc1ccc(-n2c(=O)c(-c3cccs3)nc3cnc(Nc4cccc(OC)c4)nc32)cc1,23µM*,nt,-6%
Cc1ccc(N2C(=O)c3cccc([N+](=O)[O-])c3C2=O)cc1C,-12%,2%,3%
Cc1ccc(S(=O)(=O)N2CCN(C(=O)CSc3nc4ccccc4c(=O)[nH]3)CC2)c(C)c1,?,7%,nt
CCOc1ccccc1OCC(=O)Nc1nc2ccccc2[nH]1,?,2%,6%
O=C(CCNC(=O)C1CCN(S(=O)(=O)c2ccccc2)CC1)NCc1cccc(Cl)c1,?,2%,-9%
CCN1CCN(c2nc3ccccc3nc2NS(=O)(=O)c2ccc(NC(C)=O)cc2)CC1,-2%,1%,-7%
CCCc1nnc(SCC(=O)Nc2ccccc2F)o1,-2%,nt,-12%
CCC(=O)Nc1cc(-c2nnc(OC)c3ccccc23)ccc1N1CCOCC1,?,6%,8%
CCn1c(=O)c2cc(C(=O)NCCC(C)C)sc2c2ccccc21,?,nt,-5%
CC(C)(C)NC(=O)CSc1nnc(Cc2ccc3c(c2)OCO3)n1C1CCCCC1,-26%,-2%,-1%
O=C(COC(=O)CNC(=O)C1CCCCC1)Nc1ccc(Cl)cc1F,-10%,4%,-1%
COCCn1c(=S)[nH]c2cc(C(=O)NCCc3ccccc3)ccc2c1=O,?,3%,2%
Cc1c(C(=O)OCc2nc3ccsc3c(=O)[nH]2)oc2ccccc12,-5%,1%,nt
CCC(C)(C)NC(=O)C(c1ccc(O)cc1)N(CCOC)C(=O)CCC(=O)Nc1nccs1 (stereo not given),-10%,-3%,-8%
COc1ccccc1C(=O)NC1CCCCCCC1,?,2%,?
CCN(CC)S(=O)(=O)c1ccc(N2CCCC2)c(NC(=O)c2c(-c3ccccc3)noc2C)c1,?,nt,-14%
CN(C)C(=O)C1CC(=O)OC12CCCCC2 (stereo not given),1%,2%,22%
CCCCSc1nc(SCC(=O)NCc2ccco2)c2c3c(sc2n1)COC(C)(CC)C3 (stereo not given),-6%,5%,22%
CC(C)(C)NC(=O)C(=O)N/N=C/c1ccc(Br)cc1,-16%,5%,3%
CCOc1ccc(NS(=O)(=O)c2c(C(=O)N3CCCCCC3)c(C)n(C)c2C)cc1,?,5%,-10%
COc1cccc(CNC(=O)C2CCCN(c3nn4cc(-c5ccc(C)cc5)nc4s3)C2)c1 (stereo not given),15µM*,-1%,nt
Cc1cc(Cl)ccc1NC(=O)c1cccc(NC(=O)N2CCSc3ncccc32)c1,16µM*,6%,nt
Cc1ccc(Cn2nc(C)c(NC(=O)CCCn3nc(C)c([N+](=O)[O-])c3C)c2C)cc1,-9%,2%,4%

# Of the compounds above, eleven contain a thiophene ring, fused or not:
SMILES,TDP1 cell noCPT,TDP1 inh,N370S GC
Cc1nn(C(C)C(=O)NCCc2ccccc2)c(=O)c2c1sc1ccccc12 (stereo not given),16µM*,0%,nt
Cc1ccc(C2(C)NC(=O)N(CC(=O)N3CCN(S(=O)(=O)c4ccc(Cl)s4)CC3)C2=O)cc1 (stereo not given),?,nt,-20%
CCOC(=O)c1c(NC(=O)CN2CCCc3ccccc32)sc(C)c1C,?,0%,?
COc1ccccc1/C=C/C(=O)NNC(=O)c1cccs1,0%,3%,13%
CC1CCCC(C)N1CCCNC(=O)c1cc2c(s1)-c1ccccc1OC2 (stereo not given),?,1%,?
O=C(NNC(=O)C(c1ccccc1)c1ccccc1)c1cccs1,-12%,6%,-2%
Cc1ccc(/C=N/NC(=O)CSc2nc3ccccc3n2C)s1,?,5%,5%
COc1ccc(-n2c(=O)c(-c3cccs3)nc3cnc(Nc4cccc(OC)c4)nc32)cc1,23µM*,nt,-6%
CCn1c(=O)c2cc(C(=O)NCCC(C)C)sc2c2ccccc21,?,nt,-5%
Cc1c(C(=O)OCc2nc3ccsc3c(=O)[nH]2)oc2ccccc12,-5%,1%,nt
CCCCSc1nc(SCC(=O)NCc2ccco2)c2c3c(sc2n1)COC(C)(CC)C3 (stereo not given),-6%,5%,22%

# Compound activity deposited in PubChem by National Center for Advancing Translational Sciences (NCATS).
